Screening data deposited in PubChem BioAssay by National Center for Advancing Translational Sciences (NCATS).
Tb PFK inh: T. brucei PFK enzyme inhibition. AID 485367. T. brucei PFK, ADP-Glo luminescence. Potency, µM (series often up to 57.5 µM), for inactives: top-dose activity, negative = inhibition, usual class: inhibitors. hit rate 0.17% among 330,000;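 also: potency is read from the fitted curve at half-maximal effect; 0% = uninhibited 1x PFK enzyme wells and -100% = no-enzyme wells; nearly all actives have a fitted effect of over 60% in size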
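PFK 1.25 nM, F6P 0.5 mM, ATP 0.1 mM, 0.1 M TEA pH 8.0, 5 mM MgCl2, 0.01% Tween20, 0.1% BSA; 45 min RT. ADP-Glo readout. qHTS titration up to 57 uM; curves fitted, compounds curve-classed.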
S-ASM inh: human S-ASM enzyme inhibition; placental ASM, HMU-PC fluorogenic substrate, 60 min; P17405; AID 504937; hit rate 0.006% among 340,000; Potency, µM (series often up to 57.5 µM), inactives show at the top dose activity change, negative = inhibition, actives largely listed as inhibitors; also: potency is read from the fitted curve at half-maximal effect
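Human placenta-derived ASM preincubated with compound 10 min at room temperature, then reacted with 9 uM (final) fluorogenic HMU-PC substrate for 60 min at 37 C. Stop solution raises pH to 10; fluorescence read at Ex 386/Em 447 nm.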
PTAP TSG101 blk: blocks PTAP/TSG101 interaction to inhibit HIV-1 budding; Q99816; Fluorescence polarization, FITC-PTAP peptide / Tsg101 binding; Potency, µM (highest dose often 115 µM), without a hit: at the highest dose activity change, negative = inhibition, usual class: inhibitors; 340,000 tested, under 10 active; active = well fitted inhibition curve with a large enough effect in the main read-out, with a control signal flat, not every such curve was filed as active; inconclusive = small, poorly fitted or top-dose-only effect, or effect the other way, or a change in a side signal; inactive = no such curve, though single readings can be large or run the other way; also: potency is read from the fitted curve at half-maximal effect; % of control where 0% means no effect
Target sequence (Q99816 whole entry, looked up): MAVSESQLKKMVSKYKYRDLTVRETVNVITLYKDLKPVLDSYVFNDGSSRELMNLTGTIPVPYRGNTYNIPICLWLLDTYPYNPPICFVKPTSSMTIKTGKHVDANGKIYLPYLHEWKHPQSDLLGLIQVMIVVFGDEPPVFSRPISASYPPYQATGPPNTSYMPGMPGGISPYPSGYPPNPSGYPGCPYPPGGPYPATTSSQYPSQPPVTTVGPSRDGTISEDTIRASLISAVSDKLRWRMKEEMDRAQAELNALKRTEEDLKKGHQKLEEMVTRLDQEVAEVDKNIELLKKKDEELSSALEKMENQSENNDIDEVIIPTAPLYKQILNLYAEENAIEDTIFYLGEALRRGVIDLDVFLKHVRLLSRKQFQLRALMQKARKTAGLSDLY
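Steps: Tsg101 binding domain dispensed (10 uM final), compounds pinned in DMSO, FITC-labeled PTAP-motif peptide added (50 nM final); after 20 min binding at room temperature, polarization measured.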
ELG1 DNA repair: ELG1-dependent DNA repair inhibition | AID 504467 | HEK293T ELG1-luciferase reporter, luminescence, 16 h; DNA damage induced by 5-fluorouridine | Potency, µM (highest dose often 46.1 µM), for inactives: top-dose activity change, negative = inhibition, usual class: inhibitors | hit rate 2.3% among 330,000; also: potency is read from the fitted curve at half-maximal effect; % is scaled to controls: 0 for no effect and ±100 for the full control effect; nearly all actives have a fitted effect of over 55% in size
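DMSO vehicle served as the neutral condition. Each well held 2,000 cells given 5-fluorouridine plus compound; after 16 hr at 37 °C/5% CO2, ONE-Glo was added and luciferase measured 30 min later.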
Eya2 phos inh: blocks the phosphatase activity of human Eya2 | recombinant Eya2, OMFP fluorescence dephosphorylation (OMFP is methylfluorescein phosphate) | Potency, µM (highest dose often 76.9 µM), without a hit: at the highest dose activity, negative = inhibition, hits mostly inhibitors | hit rate 0.006% among 330,000; also: potency is read from the fitted curve at half-maximal effect; % is scaled to controls: 0 for no effect and ±100 for the full control effect
Target sequence (O00167 whole entry, looked up): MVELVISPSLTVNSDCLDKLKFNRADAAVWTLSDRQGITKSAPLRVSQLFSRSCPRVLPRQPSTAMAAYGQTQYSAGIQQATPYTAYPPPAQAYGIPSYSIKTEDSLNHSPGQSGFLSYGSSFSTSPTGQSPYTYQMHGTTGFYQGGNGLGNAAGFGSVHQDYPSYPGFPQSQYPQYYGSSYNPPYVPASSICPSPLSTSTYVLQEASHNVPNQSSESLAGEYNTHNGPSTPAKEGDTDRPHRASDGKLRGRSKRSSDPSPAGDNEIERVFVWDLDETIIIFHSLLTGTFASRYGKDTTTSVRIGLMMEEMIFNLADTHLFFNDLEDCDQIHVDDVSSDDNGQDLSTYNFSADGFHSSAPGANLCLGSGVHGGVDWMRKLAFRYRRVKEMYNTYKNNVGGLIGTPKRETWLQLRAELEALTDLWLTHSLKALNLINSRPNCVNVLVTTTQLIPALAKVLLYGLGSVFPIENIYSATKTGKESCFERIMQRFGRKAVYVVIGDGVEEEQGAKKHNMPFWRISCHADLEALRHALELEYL
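Eya2 protein (added as 0.2 uM solution) was preincubated with compound for 10 min at ambient temperature in 50 mM HEPES pH 7.5, 50 mM NaCl, 5 uM MgCl2, 0.05% BSA, 1 mM DTT. OMFP (added at 50 uM) then reacted 10 min; fluorescence read at 485/525 nm.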
Integrin act MD: activators of alpha7 integrin expression for muscular dystrophy; alpha7betagal myoblasts, beta-gal FDG fluorescence, 48 h; Potency, µM (doses to about 38.3 µM), for inactives: at the top dose activation, hits mostly activators; hit rate 0.064% among 350,000;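 also: potency is read from the fitted curve at half-maximal effect; 100% = response of the positive control SU9516; nearly all actives have a fitted effect of over 60% in size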
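Alpha7betagal+/- myoblasts (passage 13) were plated 16-24 hr, then exposed to compounds (1:260 dilution of DMSO stock) for 48 hours at 37C. After MPER lysis, β-galactosidase reporter activity was read as FDG fluorescence (ex 480/em 540) after 30 minutes.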
TCR act: activators of T cell receptors; 330,000 tested, under 10 active; AID 504894; primary human leukocytes, anti-CD3, IL-2 HTRF, 48 h; Potency, µM (top dose mostly 9.22 µM), for inactives: at the top dose activation of IL-2 secretion, most hits filed as activators; also: % of control where 0% means no effect
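1) Mix primary human leukocytes, a-CD3 beads and compound. 2) Incubate 48 hr. 3) Add HTRF IL-2 reagents (a-IL-2-K, a-IL-2-d2).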
TSHR antag: antagonists of human thyroid stimulating hormone receptor; P16473; TSHR-expressing cells, TSH-stimulated cAMP HTRF, 2 h; hits give low values; activity change, negative = inhibition, % at 11.5 µM; hit rate 0.2% among 330,000; AID 504810;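 active = activity change below a set negative limit, meaning inhibition stronger than a set level, cut at about -70% in these data; inconclusive = activity change between two set negative limits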; also: % is scaled to controls: 0 for no effect and ±100 for the full control effect
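Competitive HTRF cAMP read-out (cryptate anti-cAMP antibody, cAMP-d2; 30 min, room temperature) in freshly harvested TSHR cells. Compounds added before TSH at EC80 (4nM final), followed by 2 hours' incubation at 37 deg C.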
Mito fusion yeast: blocks mitochondrial division or promotes mitochondrial fusion. Potency, µM (doses to about 46.1 µM), for inactives: at the highest dose growth rescue (activation), actives largely listed as activators. S. cerevisiae fusion-defective mutant growth rescue, CellTiterGlo 48 h. hit rate 0.23% among 320,000. AID 485298;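 also: potency is read from the fitted curve at half-maximal effect; % of control where 0% means no effect; nearly all actives have a fitted effect of over 45% in size; temperature-sensitive fusion mutants such as fzo1-1 at 37 °C on non-fermentable ethanol glycerol medium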
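Read-out: ATP-based luminescence (CellTiterGlo, 10 min ambient) reporting growth of fusion-defective ts yeast after 48 hours at 37C on glycerol/ethanol YPEG medium in the presence of compound.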
AT treatment: candidate therapy for ataxia-telangiectasia | […] A-T fibroblasts, KAP-1 phosphorylation AlphaLISA; neocarzinostatin DNA damage 30 min before lysis | Potency, µM (series often up to 57.5 µM), for the others: top-dose activation, usual class: activators | hit rate 0.19% among 320,000; also: potency is read from the fitted curve at half-maximal effect; % of control where 0% means no effect; nearly all actives have a fitted effect of over 45% in size
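ATM-like activity read as KAP-1 phosphorylation via AlphaLISA donor/acceptor antibody pairs after lysis and 6 hr at 25C. Cells were ATM-null patient fibroblasts ([…], hTERT), dosed 60 min, then exposed to the DSB inducer NCS for 30 min.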
BCR signal inh: blocks chronic active B-cell receptor signaling; ABC-DLBCL IkBa-CBG/CBR reporter, luminescence ratio, 4 h; Potency, µM (top dose mostly 46.1 µM), for inactives: top-dose ratio change, negative = lower green/red ratio, hits mostly inhibitors; hit rate 0.05% among 340,000; AID 493014; active = well fitted inhibition curve with a large enough effect in the signal ratio, with a control signal flat, not every such curve was filed as active; inconclusive = small, poorly fitted or top-dose-only effect, or effect the other way, or a change in a side signal; the % refers to the signal ratio;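 also: potency is read from the fitted curve at half-maximal effect; plate controls were basal doxycycline-induced cells for no effect and cells given 10 µM MG132 for full effect; MG132 reads +100%, hits lower the ratio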
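Doxycycline induced both beetle luciferases in TMD8 lymphoma cells; IKK-driven degradation limits the IkappaBalpha-fused green signal, while red luminescence normalises for cell number and nonspecific effects. Compounds tested up to 46 uM, 4 hrs.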
Numbers without * were called inactive; i = inactive; ? = inconclusive; / = no result given; [ ] = another dose, or the depositor's remark. Unless noted, calls follow the shape of the dose curve; as a rule, active = well fitted curve in the direction sought with a large enough effect; inconclusive = small, poorly fitted or top-dose-only effect, or another doubt; inactive = no such curve, though single readings can be large; an effect the other way counts as inactive or inconclusive.

SMILES	Tb PFK inh	S-ASM inh	PTAP TSG101 blk	ELG1 DNA repair	Eya2 phos inh	Integrin act MD	TCR act	TSHR antag	Mito fusion yeast	AT treatment	BCR signal inh
CC(C)(C)NC(=O)CC1C[C@H](C(=O)N2CCCCC2)[C@@]2(CCc3ccccc3)c3[nH]c4ccccc4c3CCN2C1=O (stereo partly drawn)	-1%	4%	-5%	13%	1%	10%	1%	-13	/	8%	-1%
COc1cccc(C(C(=O)NC2CCCCC2)N(C(=O)c2ccccn2)c2cccnc2)c1 (stereo not drawn)	-10%	-3%	0%	7%	-5%	30%	0%	-4	-5%	4%	-1%
CC1(C)Cc2c(sc3nc(-c4cccs4)n(N)c(=O)c23)CO1	1%	29%	/	?	-3%	-40%	/	-10	20%	0%	0%
COC(=O)Cc1c(C)c2ccc(OCc3nn[nH]n3)c(C)c2oc1=O	23%	50%[activator]	-7%	9%	13%	16%	2%	7	0%	-6%	-3%
O=C(COC(=O)C1CC1)Nc1ccc([N+](=O)[O-])cc1C(F)(F)F	-6%	3%	0%	14%	-2%	-14%	1%	-23	-3%	-11%	6%
CCC(=O)n1nc(-c2ccccc2)nc1N	0%	-1%	-1%	?	-5%	-6%	1%	13	4%	1%	-6%
Cc1ccc(S(C)(=O)=O)cc1C(=O)N1CC(C(N)=O)Oc2ccccc21 (stereo not drawn)	1%	-4%	-6%	-1%	0%	5%	-3%	3	-4%	0%	0%
O=C(c1ccc(N2CCCCCC2)c([N+](=O)[O-])c1)N1CCc2ccccc21	1%	/	/	6%	-12%	/	5%	1	1%	-7%	0%
Cc1cccc(N=C2NN=C(c3c(C)[nH]c4ccccc34)CS2)c1	-1%	7%	-1%	?	0%	-62%[inhibitor]	-2%[46.1 µM]	4	1%	-10%	?
O=C(NCc1cccs1)C1CCC(CNS(=O)(=O)c2ccc(Br)s2)CC1 (stereo not drawn)	-2%	-3%	-2%	?	-11%	-28%	5%	-13	-2%	3%	?
Cc1ccc2nc(SCC(=O)Nc3cccc(S(N)(=O)=O)c3)[nH]c2c1	1%	-1%	-2%	17%	-9%	4%	0%	3	1%	6%	-9%
CC(C)(C)NCc1cc(Cl)ccc1OCc1ccccc1F	-7%	5%	2%	-9%	7%	-9%	-3%	2	5%	-3%	-3%
CCOC(=O)c1ccc(S(=O)(=O)N2CCN(C3CCCC3)CC2)cc1	-1%	-2%	-3%	-15%	4%	12%	0%	-10	2%	-1%	?
CC1(C(=O)NCC2CC2)C=CC2(CCCCC2)N1C(=O)c1ccccc1 (stereo not drawn)	-7%	6%	1%	?	8%	11%	-1%	-4	1%	-1%	8%
COc1ccc(N=Cc2cc(Cl)ccc2O)cc1Cl	-2%	-3%	0%	?	-21%	21%	-6%	9	-10%	-7%	?
COc1ccc(/C=N/OCC(=O)NCC(C)C)c(OC)c1	-2%	2%	-7%	8%	-6%	13%	2%	-5	0%	-4%	0%
COc1ccc(NC2SC(=O)N(C)C2=O)cc1 (stereo not drawn)	0%	2%	0%	22%	4%	?	1%	-2	2%	-1%	9%
CCCN(CC1CC1)C(=O)COC(=O)c1[nH]c(C)c(C(=O)OCC)c1C	3%	-2%	-3%	?	-2%	-22%	-2%	-2	8%	/	?
Cc1ccc2c(c1)sc(=NC(=O)c1cccs1)n2C	-4%	35%	-5%	?	8%	-3%	-1%	-30	13%	6%	0%
CN1CCN(C(=O)c2cc3c(=O)n4ccccc4nc3s2)CC1	-2%	i	-4%	?	6%	13%	3%	27	-2%	2%	2%
O=C(Nc1ccc(S(=O)(=O)N2CCOCC2)cc1)C1CCN(S(=O)(=O)c2ccc(F)cc2)CC1	-8%	-4%	-4%	?	-18%	21%	4%	4	5%	16%	5%
CCN(CC)C(=O)c1cc2sc3ccccc3c2s1	2%	-5%	0%	?	-5%	-10%	8%	-23	5%	14%	?
O=C(/C=C/c1ccccc1[N+](=O)[O-])N1CCN(c2ccc(F)cc2)CC1	3%	-2%	-3%	17%	6%	-14%	-3%	-8	6%	0%	0%
CCOC(=O)C1=C(C)SC2=NS(=O)(=O)CCN21	-6%	4%	-12%	1%	14%	-4%	-2%	-10	0%	-6%	1%
O=C(O)CSc1c2c(nc3cc(C(=O)Nc4cccc(C(F)(F)F)c4)ccc13)CCCC2	2%	-6%	-6%	-2%	7%	13%	1%	0	0%	7%	-8%
O=C(CSc1nncs1)NC(=O)NCc1ccccc1	2%	2%	-3%	16%	14%	5%	-5%	11	0%	1%	2%
COc1cc2c(cc1OC)C(c1ccccc1)N(C(=O)CCl)CC2 (stereo not drawn)	1%	1%	-6%	?	7%	-73%[inhibitor]	8%	2	-7%	5%	?
CC(CC(=O)NC1CCCCC1)S(=O)(=O)c1ccc2c(c1)NC(=O)CO2 (stereo not drawn)	0%	2%	-3%	17%	3%	12%	4%	12	8%	4%	4%
CC(=O)Oc1ccccc1C(=O)NC(C)CCc1ccccc1 (stereo not drawn)	-7%	7%	-1%	?	-21%	-17%	-1%	4	2%	1%	?
CCOc1ccc(NS(=O)(=O)c2cc3c(cc2C)N(C)CCO3)cc1	0%	0%	-7%	-12%	-18%	8%	11%	5	2%	-10%	7%
CNC(=O)c1cc(S(=O)(=O)Nc2ccc3c(c2)OCCO3)ccc1C	1%	-1%	-1%	-23%	-29%	11%	/	-12	3%	2%	-1%
O=C(OCc1cn(Cc2ccccc2)nn1)c1ccccc1	-17%	-4%	-1%	30%	-3%	38%	2%	19	0%	29%	1%
C=CCN1C=C2C(=O)C(C)(OC(=O)c3ccc(OC)cc3)C(=O)C(c3ccco3)=C2C=C1CCCC (stereo not drawn)	-4%	-2%	-6%	1%	8%	?	-59%	-12	2%	-29%	3%
O=C1C(CCCNC(=S)NCc2ccccc2)NC(=S)N1Cc1ccccc1 (stereo not drawn)	-4%	-3%	0%	-23%	9%	13%	-1%[46.1 µM]	38	-5%	-6%	2%
Cc1c(Cl)c([N+](=O)[O-])nn1CC(=O)NC1CCCCC1	-2%	3%	-3%	1%	7%	16%	8%	-1	1%	4%	3%
O=C(NC(=S)NCCC1=CCCCC1)c1cccnc1	-7%	0%	0%	-15%	1%	-11%	-8%	-10	0%	-4%	21%
O=C1C2CCCCN2C(=O)N1CCCN1CCN(c2ccc(F)cc2)CC1 (stereo not drawn)	-1%	1%	3%	29%	11%	6%	-2%	34	1%	4%	4%
C=CCn1c2ccccc2c2nn(C)c(=S)nc21	-11%	-2%	0%	-5%	2%	25%	0%	-7	-8%	0%	1%
Cc1onc(-c2ccccc2Cl)c1C(=O)NNC(=O)c1ccc(F)cc1	5%	0%	-7%	0%	0%	-10%	0%	-4	-4%	-6%	0%
O=C(N/N=C/c1ccncc1)c1cc([N+](=O)[O-])cc([N+](=O)[O-])c1	0%	2%	-1%	1%	-20%	0%	9%[46.1 µM]	9	-5%	4%	-6%
COc1ccc(N2CCN(C(=O)C(CCSC)N=C3NS(=O)(=O)c4ccccc43)CC2)cc1 (stereo not drawn)	2%	-3%	-8%	20%	-25%	4%	-2%	-2	-2%	-4%	?
CCCc1cc(=O)oc2cc(C)cc(OCC(=O)Nc3ccc(S(N)(=O)=O)cc3)c12	1%	-5%	2%	?	-1%	23%	6%	-13	-6%	-1%	2%
CCOC(=O)c1ccc(S(=O)(=O)N2CCC(C(=O)OCC)CC2)cc1	-4%	-1%	-3%	-3%	-2%	-9%	/	-5	1%	0%	-7%
CC(C)(C)C(=O)OCc1nc(-c2ccc(F)cc2)cs1	-8%	-5%	-5%	?	-6%	-8%	-52%	-11	1%	2%	?
